Compound activity from PubChem.
SW480 rereplic: induces DNA re-replication in SW480 colon adenocarcinoma cells. 340,000 tested, 1.8% active. Potency, µM (series often up to 46.1 µM), for the others: at the highest dose re-replication activation, usual class: activators. SW480 DNA re-replication, Hoechst DNA content imaging, 48 h; also: potency is read from the fitted curve at half-maximal effect; % of control where 0% means no effect; nearly all actives have a fitted effect of over 55% in size
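Compounds, transferred as 23 nL by pin tool, were incubated with cells for 48 hr; DNA content per nucleus was then quantified by Hoechst staining and fluorescence plate imaging.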
ATXN2 expr inh: inhibitors of ATXN2 expression. 360,000 tested, 0.72% active. HEK-293 ATXN2-luciferase reporter, luminescence, 24 h. Potency, µM (doses to about 57 µM), for the others: top-dose activity change, negative = inhibition, usual class: inhibitors. AID 1745845; also: potency is read from the fitted curve at half-maximal effect; % is scaled to controls: 0 for no effect and ±100 for the full control effect; nearly all actives have a fitted effect of over 55% in size
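ATXN2-luciferase reporter cells (luciferase flanked by upstream and downstream ATXN2 gene portions) were treated 24 h at 37 °C with compounds at up to 57 uM. SteadyGlo luminescence gave expression; GF-AFC fluorescence gave viability.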
HT1080-NT tox: kills 2HG-producing HT-1080-NT fibrosarcoma cells; HT-1080-NT fibrosarcoma viability, CellTiter-Glo ATP luminescence, 48 h; Potency, µM (titrated, usually from 46.1 µM), inactives show at the highest dose activity, negative = less viability, hits mostly cytotoxic; 360,000 tested, 1.6% active; AID 686970;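 also: NT is the 2HG producing partner of a matched IDH1 knockdown line; potency is read from the fitted curve at half-maximal effect; 0% = DMSO-treated cells and -100% = media-only wells without cells; nearly all actives have a fitted effect of over 55% in size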
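Viability by CellTiter-Glo luminescence after 48 h compound exposure at 37C of HT-1080-NT cells (750/well, RPMI, 5% FBS). % activity scaled between DMSO wells and medium-only wells, then curve-fitted and categorized by curve class.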
KB-3-1 cytotox: KB-3-1 parental cell cytotoxicity; KB-3-1 viability, CellTiter-Glo ATP luminescence, 72 h; Potency, µM (top dose mostly 46.1 µM), inactives show top-dose activity change, negative = cytotoxic, hits mostly cytotoxic; 400,000 tested, 1.4% active; also: potency is read from the fitted curve at half-maximal effect; % is scaled to controls: 0 for no effect and ±100 for the full control effect; nearly all actives have a fitted effect of over 60% in size
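KB-3-1 parental drug-naive adenocarcinoma cells in DMEM/10% FBS, incubated 72 h at 37 C with pin-transferred compounds across a concentration series. Viability by CellTiter-Glo luminescence; concentration-response curves fitted after normalization.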
WRN inhibitor: inhibitors of human WRN helicase. WRN helicase unwinding, fluorescent forked duplex, kinetic. Q14191. Potency, µM (titrated, usually from 114 µM), without a hit: at the top dose activity change, negative = inhibition, usual class: inhibitors. 360,000 tested, 0.46% active; also: potency is read from the fitted curve at half-maximal effect; % is scaled to controls: 0 for no effect and ±100 for the full control effect; nearly all actives have a fitted effect of over 55% in size
Target sequence (Q14191 whole entry, looked up): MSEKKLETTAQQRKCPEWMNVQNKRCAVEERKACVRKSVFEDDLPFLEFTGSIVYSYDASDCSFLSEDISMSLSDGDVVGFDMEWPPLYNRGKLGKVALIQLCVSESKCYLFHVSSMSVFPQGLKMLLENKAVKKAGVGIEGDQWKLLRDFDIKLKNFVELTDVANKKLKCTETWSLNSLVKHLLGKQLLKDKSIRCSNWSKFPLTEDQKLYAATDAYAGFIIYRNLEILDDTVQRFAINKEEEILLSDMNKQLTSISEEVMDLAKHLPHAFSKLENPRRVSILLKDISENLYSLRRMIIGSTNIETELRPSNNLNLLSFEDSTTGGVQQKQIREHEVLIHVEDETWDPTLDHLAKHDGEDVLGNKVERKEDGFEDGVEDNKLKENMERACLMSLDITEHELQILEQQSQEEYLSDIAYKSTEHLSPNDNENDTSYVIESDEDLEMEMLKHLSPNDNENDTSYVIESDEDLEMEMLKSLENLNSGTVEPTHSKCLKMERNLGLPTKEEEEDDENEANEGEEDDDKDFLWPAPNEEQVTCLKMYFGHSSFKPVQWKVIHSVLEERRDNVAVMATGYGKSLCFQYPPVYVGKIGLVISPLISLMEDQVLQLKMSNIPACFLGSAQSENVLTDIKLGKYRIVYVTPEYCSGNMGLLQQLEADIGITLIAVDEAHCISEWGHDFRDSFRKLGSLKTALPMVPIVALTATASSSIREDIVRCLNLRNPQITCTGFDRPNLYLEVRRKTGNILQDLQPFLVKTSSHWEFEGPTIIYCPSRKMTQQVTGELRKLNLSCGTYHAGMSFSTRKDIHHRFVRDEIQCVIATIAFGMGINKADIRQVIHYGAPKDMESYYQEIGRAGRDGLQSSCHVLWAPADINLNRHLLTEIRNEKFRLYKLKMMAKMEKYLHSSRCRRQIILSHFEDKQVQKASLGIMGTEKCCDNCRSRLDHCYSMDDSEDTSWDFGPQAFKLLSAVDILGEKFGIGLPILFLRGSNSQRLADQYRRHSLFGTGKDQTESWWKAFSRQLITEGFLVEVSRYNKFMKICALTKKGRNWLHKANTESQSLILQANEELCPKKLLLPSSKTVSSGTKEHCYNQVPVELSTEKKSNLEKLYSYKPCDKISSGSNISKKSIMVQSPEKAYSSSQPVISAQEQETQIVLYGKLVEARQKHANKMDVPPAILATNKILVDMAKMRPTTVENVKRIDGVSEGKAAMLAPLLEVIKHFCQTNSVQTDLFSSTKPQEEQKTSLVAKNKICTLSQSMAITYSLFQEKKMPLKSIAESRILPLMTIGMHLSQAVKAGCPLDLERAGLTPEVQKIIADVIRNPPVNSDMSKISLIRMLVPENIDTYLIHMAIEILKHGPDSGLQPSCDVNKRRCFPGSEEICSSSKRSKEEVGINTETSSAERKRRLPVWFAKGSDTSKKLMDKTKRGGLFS
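WRN at 20 nM final preincubated with compound 15 min at room temperature; reaction started with 100 nM fluorophore/quencher forked duplex oligonucleotide and 2 mM ATP final. Unwinding followed kinetically by red fluorescence (ex 525, em 598 nm).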
MCF10A rereplic: induces DNA re-replication in MCF 10a normal breast cells; MCF 10A DNA re-replication, Hoechst nuclear intensity, 48 h; Potency, µM (titrated, usually from 46.1 µM), without a hit: top-dose activity, positive = re-replication, actives largely listed as activators; 350,000 tested, 2.9% active; also: potency is read from the fitted curve at half-maximal effect; % of control where 0% means no effect; nearly all actives have a fitted effect of over 50% in size
KB-V1 cytotox: KB-V1 MDR subline cytotoxicity; 400,000 tested, 3.4% active; Potency, µM (titrated, usually from 46.1 µM), for inactives: at the top dose activity change, negative = cytotoxicity, hits mostly cytotoxic; KB-V1 MDR cells viability, CellTiter-Glo, 72 h; also: potency is read from the fitted curve at half-maximal effect; % is scaled to controls: 0 for no effect and ±100 for the full control effect; nearly all actives have a fitted effect of over 60% in size
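Drug-selected KB-V1 cells, grown in DMEM lacking phenol red with 10% FBS, receive compound titrations; after three days at 37 degrees C, surviving cell ATP is quantified by CellTiter-Glo luminescence and responses normalized and curve-fitted.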
HT1080 IDH1KD tx: kills HT-1080 cells with IDH1 knockdown; HT-1080 IDH1 knockdown viability, ATP luminescence, 48 h; Potency, µM (series often up to 46.1 µM), without a hit: at the highest dose activity, negative = toxicity, actives largely listed as cytotoxic; 360,000 tested, 2% active;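 also: potency is read from the fitted curve at half-maximal effect; 0% = DMSO wells and -100% = cell-free medium wells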
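Luminescent ATP read-out (CellTiter-Glo, 10 min at room temperature) after 48 h compound exposure at 37 °C gave viability of IDH1-knockdown HT-1080 cells. Activity was normalised to DMSO and cell-free wells, then fitted as concentration-response curves.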
IL1B secr inh: inflammasome signaling inhibition, IL-1 beta readout | AID 743279 | THP-1 LPS/ATP IL-1B secretion, AlphaLISA, 16 h; active compounds read low | 360,000 tested, 4.7% active | activity change, % at 57.5 µM; in the data active = activity change below about -50%; inconclusive = mostly about -30% to -49%; also: % is scaled to controls: 0 for no effect and ±100 for the full control effect
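THP-1 cells pretreated 1 hr with compounds (up to 57.5 uM final), then stimulated with LPS (250 ng/mL final) plus ATP (1.25 mM final); secreted IL-1B measured by AlphaLISA after 16 hr, decreased signal indicating inhibition.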
An asterisk follows results filed as active; ? = inconclusive; . = no result given; [ ] = dose if it differs, or a comment. Unless noted, calls follow the shape of the dose curve; as a rule, active = well fitted curve in the direction sought with a large enough effect; inconclusive = small, poorly fitted or top-dose-only effect, or another doubt; inactive = no such curve, though single readings can be large; an effect the other way counts as inactive or inconclusive.

Start of the data: the first 5 compounds, ahead of the listing:
SMILES	SW480 rereplic	ATXN2 expr inh	HT1080-NT tox	KB-3-1 cytotox	WRN inhibitor	MCF10A rereplic	KB-V1 cytotox	HT1080 IDH1KD tx	IL1B secr inh
CCc1ccccc1NC(=O)CNC(=O)CNC(=O)Cc1ccccc1	-12%	-15%	-2%	9%	1%	0%	?	-9%	13
COc1cc2c(cc1OC)C1=NC(=O)CN1C(SCc1ccc(C)cc1)=N2	-6%	-2%	-3%	0%	-15%	-2%	?	0%	10
Cc1ccc(C(=O)NCCC(=O)N2CCC3(CC2)NCCc2[nH]cnc23)cc1	-25%	8%	15%	15%	-4%	19%	24%	24%	16
Cc1cc(C)nc(SCC(=O)NNC(=O)c2cccs2)n1	4%	-10%	-2%	-32%	-7%	?	?	3%	-25
CN(C)C(=O)c1ccc(-c2nnc(NCc3ccccc3)c3ccccc23)cc1	-9%	-2%	7%	20%	-1%	-1%	?	14%	-13

All compounds of this part, from the start:
SMILES	SW480 rereplic	ATXN2 expr inh	HT1080-NT tox	KB-3-1 cytotox	WRN inhibitor	MCF10A rereplic	KB-V1 cytotox	HT1080 IDH1KD tx	IL1B secr inh
CCc1ccccc1NC(=O)CNC(=O)CNC(=O)Cc1ccccc1	-12%	-15%	-2%	9%	1%	0%	?	-9%	13
COc1cc2c(cc1OC)C1=NC(=O)CN1C(SCc1ccc(C)cc1)=N2	-6%	-2%	-3%	0%	-15%	-2%	?	0%	10
Cc1ccc(C(=O)NCCC(=O)N2CCC3(CC2)NCCc2[nH]cnc23)cc1	-25%	8%	15%	15%	-4%	19%	24%	24%	16
Cc1cc(C)nc(SCC(=O)NNC(=O)c2cccs2)n1	4%	-10%	-2%	-32%	-7%	?	?	3%	-25
CN(C)C(=O)c1ccc(-c2nnc(NCc3ccccc3)c3ccccc23)cc1	-9%	-2%	7%	20%	-1%	-1%	?	14%	-13
COc1ccc(NC(=O)c2sc(=S)[nH]c2N)cc1	2%	27%	11%	-1%	0%[57.1 µM]	5%	21%	5%	17
O=C(O)C(c1cccs1)C1(O)CCCCC1 (stereo not given)	-4%	0%	9%	4%	5%	1%	4%	16%	6
Cc1ccc(NC(=O)c2ccc(S(=O)(=O)N3CCOCC3)cc2)nc1	-7%	0%	2%	0%	-4%	0%	16µM*	-2%	-1
Cn1nnnc1SCCNC(=O)C1CCC(=O)N(Cc2cccc(C(F)(F)F)c2)C1 (stereo not given)	.	.	6%	0%	26%	.	21%	6%	18
CCOc1ccc(Oc2ccc(NC(=O)CSc3nncn3C)cc2)cc1	-2%	-7%	-10%	-8%	-3%	?	-5%	-18%	-5
O=C(c1ccc([N+](=O)[O-])cc1)N1CCC(Cc2ccccc2)CC1	0%	-13%	-15%	1%	0%	?	?	4%	-76*
CC(Sc1nnc(-c2ccccc2F)n1N)C(=O)NCC1CCCO1 (stereo not given)	-7%	-16%	-2%	3%	-19%	0%	-4%	2%	-2
CCOc1ccc(S(=O)(=O)N2CCCCC2)cc1NC(=O)Cc1cccc(C(F)(F)F)c1	5%	-1%	-12%	-5%	0%	?	-21%	-7%	36
COc1ccc(-c2cc3ccccc3n2CC(O)CN2CCC(C)CC2)cc1 (stereo not given)	-1%	-4%	-1%	-15%	-5%	15%	-13%	-2%	?
O=C(O)c1ccccc1Nc1ccc(OC(F)F)cc1	1%	209%[activator]	-1%	-1%	-30%	7%	-29%	-13%	14
CCn1c2ccccc2c2cc(NC(=O)CNCc3ccccc3OC)ccc21	7.3µM*	?	3.7µM*	?	-5%	7.3µM*	?	6.5µM*	6
C=CCC(=O)N1CCC(n2nccc2NC(=O)CCOc2ccccc2)CC1	-21%	13%	3%	7%	-2%	-22%	19%	0%	-10
N#Cc1ccc(NC(=O)C2=COCCO2)cc1	-7%	.	-3%	-3%	-6%	-3%	2%	-1%	-12
CN1CCN(CCC(=O)N2c3ccccc3Sc3ccc(Cl)cc32)CC1	-10%	.	-10%	3%	-4%	16%	-16%	-25%	-28
C/C(=N\Nc1nc(N2CCOCC2)nc(N2CCOCC2)n1)c1cccs1	15%	-29%	-8%	3%	-6%	12%	11%	5%	-8
O=C(Cn1c(O)c(/C=C2\C=Nc3ccccc32)sc1=O)N1CCOCC1	-3%	.	-14%	0%	4%	0%	-6%	-9%	-5
C=CCNC(=O)c1cccn1-c1ccsc1C(=O)OC	-3%	-2%	17%	4%	6%	3%	5%	12%	24
Cc1ccc(N(CC(=O)NCc2ccccc2)C(=O)c2csnn2)cc1	28%	9%	0%	-1%	0%	1%	-4%	10%	0
O=C(COC(=O)CC(c1ccccc1)c1ccccc1)NCc1ccc(Cl)cc1	?	-19%	-1%	-3%	-4%	?	23µM*	-2%	-71*
CC(=O)Nc1ccc(C(=O)N/C(=C/c2ccccc2)C(=O)N2CCCCC2)cc1	-18%	1%	8%	0%	-3%	2%	18%	2%	-6
O=C(CNc1ccccc1)N/N=C/c1cc([N+](=O)[O-])ccc1N1CCCC1	-1%	-4%	-21%	?	-10%	?	-11%	-21%	?
CC(C)Sc1nc(C(F)(F)F)cc(=O)n1-c1ccccc1	2%	-9%	2%	8%	-1%	7%	20%	-1%	35
O=C(NCCc1c[nH]c2ccccc12)C1CCC(=O)N(CCc2cccc(F)c2)C1 (stereo not given)	12%	-2%	-2%	16%	11%	-1%	-25%	-2%	21
C=CCN1C(=O)OC2(CCCCC2)C1(C)O (stereo not given)	22%	-4%	13%	-13%	5%	9%	-2%	12%	7
O=S(=O)(Nc1ccccn1)c1ccc(Cl)cc1	0%	1%	6%	17%	1%	4%	0%	2%	4
C=CCn1c(O)c(N=Nc2ccccc2[N+](=O)[O-])c2ccccc21	.	.	4%	0%	5%	.	2%	5%	31
COc1cccc(N2CCN(Cc3ccco3)CC2)c1	1%	5%	26%	0%	3%	0%	-20%	?	-4
COc1cc(C)c(S(=O)(=O)N2CCN(C)CC2)cc1C	1%	5%	20%	7%	10%[57.1 µM]	24%	8%	11%	7
COC(=O)C1CCN(C(=O)COC(=O)c2oc3ccccc3c2C)CC1	?	-4%	14%	12%	-7%	?	-3%	17%	-4
O=C(Nc1nc2c(s1)COc1ccccc1-2)c1cccs1	0%	-3%	-12%	-22%	-7%	7%	-25%	-1%	15
CC(C)[C@H](NC(=O)c1ccccc1Cl)C(=O)Nc1nc(-c2ccccn2)cs1	?	?	?	-9%	1%	13%	?	?	71
CCN(C[C@H]1N[C@@](Cc2ccccc2)(C(=O)OC)[C@H]2C(=O)N(Cc3ccccc3)C(=O)[C@@H]12)C(=O)c1ccccc1	10%	-5%	8%	0%	4%	-4%	0%	3%	-26
COc1ccc(C(O)P(=O)(OCC(C)C)c2ccc(N(C)C)cc2)c(OC)c1 (stereo not given)	-6%	-9%	-8%	11%	-3%	4%	-10%	-6%	-1
CCOC(=O)C1=C(COC(=O)COc2cccc(C)c2C)NC(=O)NC1C (stereo not given)	-7%	.	14%	6%	6%	6%	17%	4%	4
CCCc1cnc(Nc2nc(C(N)Cc3ccc(C(F)(F)F)cc3)cs2)nc1 (stereo not given)	.	-16%	16µM*	?	0%	.	?	?	?
CCN(CC)C(=O)c1ccccc1NS(C)(=O)=O	-34%	-24%	11%	-17%	-1%	4%	3%	11%	-5
NC(=O)C1CCCN(C(=O)CNC(=O)C23CC4CC(CC(C4)C2)C3)C1 (stereo not given)	-6%	2%	0%	-13%	-26%	0%	8%	-4%	3
O=C(NCc1ccccc1Cl)c1ccc2c(c1)SC1=NS(=O)(=O)CCN12	18%	.	28%	?	3%	?	2%	0%	?
CCNC(=O)CC1C(=O)N(CC)C(=S)N1NC(=O)c1ccccc1 (stereo not given)	-2%	5%	19%	-3%	5%	1%	30%	12%	21
Cc1nn(C)cc1/C=C/C(=O)c1cccs1	5%	85%[activator]	7%	6%	-3%	2%	?	3%	-19
Cc1ccc(-n2nc3ccc(NC(=O)C(C)C)cc3n2)cc1	9%	137%[activator]	-4%	?	-4%	4%	-3%	-1%	0
Cn1cc(CN2CCCC(CO)(Cc3ccccc3)C2)c2ccccc21 (stereo not given)	4%	0%[11.3 µM]	?	1%	-19%	20%	0%	?	-59*
CC(C)OC(=O)C(CC(=O)O)NCc1ccccc1 (stereo not given)	-4%	-9%	5%	-1%	9%	-2%	1%	7%	17
O=C1Nc2ccccc2/C1=C/c1ccccc1F	?	2%	?	-4%	-19%	?	10%	-28%	-30
COc1ccccc1NC(=O)CCS(=O)(=O)c1ccccc1	5%	7%	1%	11%	8%	-5%	-1%	2%	13
Cc1cc(N2CCOCC2)n2nc(C)c(-c3ccc(Cl)cc3)c2n1	?	-1%	8%	-6%	-1%[57.1 µM]	-3%	-6%	6%	9
CCCCC(CC)CNC(=O)CN(C)S(=O)(=O)c1cccc2nsnc12 (stereo not given)	-1%	-5%	4%	-1%	-1%	1%	-27%	-4%	-19
Cn1c(=O)c2c(nc(SCCN3CCOCC3)n2Cc2ccc(Cl)cc2)n(C)c1=O	1%	-17%	-27%	19%	-3%	8%	-13%	-2%	-2
CCCCOc1ccc(C(=O)N2CCNC(=O)C2)cc1	-16%	9%	21%	18%	11%	1%	13%	7%	31
Cc1occc1-c1nnc(SCc2nc3ccccc3c(=O)n2CC#N)n1C	-11%	4%	-2%	27%	33%	2%	5%	0%	24
COc1ccc(S(=O)(=O)N(C)C)cc1NCC(=O)Nc1ccc(Br)cc1F	-3%	-20%	-5%	-20%	-17%	3%	-12%	-14%	?
